Bioassay records (PubChem)
TRPC4 block = inhibitors of mouse TRPC4 channel, primary screen, Fluo4 calcium, HEK293 TRPC4beta/mu-opioid cells; actives 0.39% (n = 300,000); B-score at 10 µM; DAMGO-evoked Fluo4 calcium flux; hits give low values; AID 2247, 2010;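 active = B-score over 3 SD under the library average, no early fluorescence shift, positive overall ratio signal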
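test system = HEK293 cells with stable TRPC4beta plus mu-opioid receptor expression | detection = Fluo4 Ca2+ flux fluorescence | read-out = integrated fluorescence ratio relative to baseline, converted to per-well B score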
KLF5 inh = KLF5 expression inhibitors, primary screen, DLD-1 cells, luminescence | DLD-1 KLF5 promoter-luciferase reporter | inhibition, % at 5 µM | actives 0.23% (n = 290,000) | AID 1700, 2009;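 active = inhibition above a per-plate limit of that plate's mean compound inhibition plus 3 SD, cut at about 60% in these data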;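 also: 0% = DMSO wells and 100% = LY294002 at 200 µM; higher means less KLF5 promoter-driven luciferase light; inactives centre near -14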
TRPC4 agonist = activators of mouse TRPC4 channel, primary screen, Fluo4 calcium, HEK293 TRPC4beta/mu-opioid cells; AID 2237, 2010; B-score at 10 µM; Fluo4 calcium fluorescence; hits give high values; Short transient receptor potential channel 4 (Mus musculus), Q9QUQ5; actives 0.49% (n = 310,000);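 active = B-score above 5 SD of library B-scores, and initial fluorescence ratio not above library mean plus 5 SD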;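 also: positive B-score marks a calcium rise read as TRPC4 activation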
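Material: HEK293 stable line with TRPC4beta plus mu-opioid receptor; technique: Fluo4 calcium-sensitive dye fluorescence, kinetic, 1 Hz baseline; timing: Fluo4 dye loading 45 min at room temperature, 110 s recording; controls: assay buffer as low control, maximal DAMGO as high control; read-out: integrated baseline-normalised fluorescence ratio, converted to per-well B score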
TRPC6 activator = mouse TRPC6 channel activators, primary screen, cell-based, HEK293, membrane potential dye; B-score at 10 µM; AID 2550, 2010; HEK293-TRPC6 membrane potential dye fluorescence; hits give high values; actives 0.13% (n = 310,000);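 active = B-score of the integrated fluorescence ratio above library mean plus 3 SD, and starting fluorescence ratio within library mean plus 5 SD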;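 also: higher score means more depolarization so channel activation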
HIF activator = HIF pathway transcriptional activators, primary screen, cell-based, U2OS HRE-luciferase, luminescence | U2OS HRE-luciferase reporter; normalized: DMSO 0%, desferrioxamine 100% | activation, % at 7.5 µM (by protocol) | actives 0.32% (n = 300,000) | AID 1910, 2009;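 active = mean activation of at least 10% of the iron chelator positive control signal, with at least half of replicates also reaching 10%; inconclusive = mean and replicate majority disagree about reaching 10%; inactive = mean and most replicates under 10%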
TRPC6 inh = mouse TRPC6 channel inhibitors, primary screen, cell-based, HEK293, membrane potential dye. actives 1.1% (n = 310,000). Short transient receptor potential channel 6 (Mus musculus), Q61143. B-score at 10 µM. ACh-evoked depolarization; hits give low values. AID 2553, 2010;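 active = B-score under library mean minus 3 SD, initial fluorescence not abnormally high, positive integrated signal ratio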;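 also: B-score derived from integrated fluorescence ratio over the kinetic read; more negative B-score means stronger inhibition of depolarization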
MrgX1 antagonist = antagonists of human MrgX1 receptor, primary screen, HEK293 cells, Fluo-4 calcium flux; BAM8-22 antagonism; hits give low values; B-score at 10 µM; actives 1.3% (n = 310,000); AID 588676, 2011;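 active = calcium-response B-score plate-corrected more than 3 library SD below zero, starting fluorescence within 5 deviations, no agonist response on first addition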;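 also: peak minus trough fluorescence over baseline after final BAM8-22 challenge near maximal dose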
TRPC4 potent = positive allosteric modulators of TRPC4, primary screen, cell-based, mouse TRPC4beta, HEK293 mu-opioid, Fluo-4 calcium; Short transient receptor potential channel 4 (Mus musculus), Q9QUQ5; DAMGO EC20, Fluo-4 Ca2+ flux; hits give high values; B-score at 10 µM; actives 0.42% (n = 310,000); AID 2227, 2009;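 active = B-score of calcium response area above 5 SD of library B-scores, with initial fluorescence ratio within 5 SD of library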;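 also: B-score of integrated fluorescence ratio over time as area under calcium response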
IEC-6 cytotox = cytotoxicity in IEC-6 intestinal epithelial cells, primary screen, cytotoxicity control for KLF5 inhibitor project, cell-based, luminescence; actives 0.78% (n = 290,000); IEC-6 cytotoxicity, luminescence viability; inhibition, % at 5 µM; in the data active = inhibition above about 22%;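 also: 0% = plate median of test compound wells and 100% = cytotoxic reference compound wells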
SKKanGAS inh = S. pyogenes SKKanGAS growth inhibitors in kanamycin, primary screen, streptokinase expression inhibitor project, SKKanGAS strain, BacTiter-Glo luminescence. AID 1662, 2009. inhibition, % at 7.5 µM. actives 1.3% (n = 300,000). 6 h;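 active = mean replicate score, as percent of positive control median, at least 50; inconclusive = mean below 50 but one replicate at or above 50; inactive = mean and every replicate below 50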;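 also: strain carries kanamycin resistance gene driven by streptokinase promoter and grows in 40 µg/ml kanamycin; loss of luminescence reflects streptokinase promoter inhibition or plain growth inhibition; 0% = median of DMSO wells and 100% = positive control at its reference dose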
aSyn UTR inh = MLPCN primary screen, SNCA 5' untranslated region; alpha-synuclein 5'UTR reporter, inhibitor activity; inhibition, % (tested at 7.5 µM); actives 0.82% (n = 300,000); AID 1813, 2009; in the data active = inhibition above about 60%; inconclusive = no clear call, values can overlap the other calls;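 also: H4 neuroglioblastoma cells stably carrying SNCA 5'UTR luciferase fusion; 0% = DMSO wells and 100% = positive control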
* marks the source's active call; other numbers are inactive results; i = inactive; ? = inconclusive; nt = not tested or not shown. This is a random part of the collection; overall some 5.8% were active at least once.

1. O=C(CCC(=O)N1CCOc2ccc(Cl)cc21)N1CCN(c2ccccn2)CC1
2. COc1ccc(-c2csc(Nc3cccc(C)n3)n2)cc1
3. COc1ccc(S(=O)(=O)N2CCC(C(=O)N[C@H](C(=O)NC3CCCC3)C(C)C)CC2)cc1
4. Cc1nnc(SCC(=O)Nc2sc3c(c2C#N)CCCCC3)n1N
5. COc1ccc(OC)c(NC(=O)c2ccc(Cl)cc2)c1
6. COc1cc2c(cc1OC)C(C(=O)NCc1ccco1)C(c1cccs1)N(C)C2=O (stereo unspecified)
7. Cc1onc(-c2ccccc2)c1CNS(=O)(=O)c1ccc(F)cc1F
8. COc1ccc(N(CC(=O)N2CCN(C)CC2)S(=O)(=O)c2ccccc2)cc1OC
9. O=C(CSc1ncn[nH]1)Nc1cccc(S(=O)(=O)N2CCCCCC2)c1
10. CC(C)OC(=O)NCCOC(=O)Nc1cccc(Cl)c1

screen / no.	1	2	3	4	5	6	7	8	9	10
TRPC4 agonist	i	i	i	i	i	i	i	i	i	i
TRPC4 potent	i	i	i	i	i	i	i	i	i	i
SKKanGAS inh	3	2	-3	-8	0	3	3	-4	-12	6
TRPC6 activator	i	i	i	i	i	i	i	i	i	i
HIF activator	0.2	4.0	0.0	0.8	0.0	0.6	-0.2	-0.2	-0.3	0.6
IEC-6 cytotox	-4	6	5	2	7	-4	2	4	3	2
MrgX1 antagonist	i	i	i	i	i	i	i	i	i	i
TRPC4 block	i	i	i	i	i	i	i	i	i	i
aSyn UTR inh	23	-232	6	-74	-56	-2	8	19	18	-7
KLF5 inh	3	-178	-22	-57	8	-20	-18	-21	-23	6
TRPC6 inh	i	i	i	i	i	i	i	i	i	i

9 compounds out of the list, arranged by SMILES length, rising.
10. CC(C)OC(=O)NCCOC(=O)Nc1cccc(Cl)c1
5. COc1ccc(OC)c(NC(=O)c2ccc(Cl)cc2)c1
4. Cc1nnc(SCC(=O)Nc2sc3c(c2C#N)CCCCC3)n1N
7. Cc1onc(-c2ccccc2)c1CNS(=O)(=O)c1ccc(F)cc1F
9. O=C(CSc1ncn[nH]1)Nc1cccc(S(=O)(=O)N2CCCCCC2)c1
1. O=C(CCC(=O)N1CCOc2ccc(Cl)cc21)N1CCN(c2ccccn2)CC1
6. COc1cc2c(cc1OC)C(C(=O)NCc1ccco1)C(c1cccs1)N(C)C2=O (stereo unspecified)
8. COc1ccc(N(CC(=O)N2CCN(C)CC2)S(=O)(=O)c2ccccc2)cc1OC
3. COc1ccc(S(=O)(=O)N2CCC(C(=O)N[C@H](C(=O)NC3CCCC3)C(C)C)CC2)cc1

screen / no.	10	5	4	7	9	1	6	8	3
TRPC4 agonist	i	i	i	i	i	i	i	i	i
TRPC4 potent	i	i	i	i	i	i	i	i	i
SKKanGAS inh	6	0	-8	3	-12	3	3	-4	-3
TRPC6 activator	i	i	i	i	i	i	i	i	i
HIF activator	0.6	0.0	0.8	-0.2	-0.3	0.2	0.6	-0.2	0.0
IEC-6 cytotox	2	7	2	2	3	-4	-4	4	5
MrgX1 antagonist	i	i	i	i	i	i	i	i	i
TRPC4 block	i	i	i	i	i	i	i	i	i
aSyn UTR inh	-7	-56	-74	8	18	23	-2	19	6
KLF5 inh	6	8	-57	-18	-23	3	-20	-21	-22
TRPC6 inh	i	i	i	i	i	i	i	i	i

(more compounds)
11. O=C(CCN1C(=O)c2ccccc2C1=O)C1=NN[C@@H]2C(=O)N(c3ccc(F)cc3)C(=O)[C@H]12
12. CCn1c(COc2ccc(C)cc2)nnc1SCc1ccc(C#N)cc1
13. Cc1ccc2oc(C(=O)N(C)Cc3ccc(C)o3)c(C)c2c1
14. COc1ccc(N(CC(=O)N/N=C/c2cc3ccc(OC)cc3nc2Cl)S(=O)(=O)c2ccccc2)cc1
15. O=C(O)c1cccc(N/N=C(\N=Nc2ccccc2)c2ccccc2)c1
16. Cc1cccc(N2C(=O)CC(N3CCOCC3)C2=O)c1 (stereo unspecified)
17. CCOC(=O)N1CCC(NC(=O)CSc2cc(=O)n(CC)c3ccccc23)CC1
18. CN(C)c1nc(Oc2ccc(C(=O)OCC(=O)Nc3ccccc3)cc2)nc(N(C)C)n1
19. CC(C)(C)C1CCC(=NNC(=O)CN(c2ccccc2)S(C)(=O)=O)CC1 (stereo unspecified)
20. CCc1cccc2c1NC1(CCCC1)CC2C (stereo unspecified)

screen / no.	11	12	13	14	15	16	17	18	19	20
TRPC4 agonist	i	i	i	i	i	i	i	i	i	i
TRPC4 potent	i	i	i	i	i	i	i	i	i	i
SKKanGAS inh	-12	?	5	20	21	-5	3	15	-7	-3
TRPC6 activator	i	i	i	i	i	i	i	i	i	i
HIF activator	-0.7	-0.5	1.7	0.4	-1.8	-0.2	-0.4	0.1	-0.7	0.1
IEC-6 cytotox	-8	-5	-7	-2	nt	0	2	3	-2	-1
MrgX1 antagonist	i	i	i	i	i	i	i	i	i	i
TRPC4 block	i	i	-6*	i	i	i	i	i	i	i
aSyn UTR inh	-25	-15	-27	5	-61	-5	12	-10	3	12
KLF5 inh	-10	2	-42	2	nt	-16	3	-6	11	-8
TRPC6 inh	i	i	i	i	i	i	i	i	i	i
